Compound activity (PubChem BioAssay)
GSH fluor: compound fluoresces at 488/530 nm on GSH beads. GSH beads flow cytometry, compound fluorescence 488/530 nm; hits give high values. fluorescence (KMESF) at 10 µM. 190,000 tested, 0.25% active. AID 1776; in the data active = fluorescence above about 89;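 note: glutathione beads carrying GST-tagged Bcl family fusion proteins plus one bare bead set; values are compound well signal with DMSO vehicle wells as background; inactives centre near 16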
Avidin fluor: compound fluoresces at 488/530 nm on avidin beads; fluorescence (KMESF) at 10 µM; AID 1775; 220,000 tested, 0.38% active; compound fluorescence 488/530 nm, flow cytometry; hits give high values; in the data active = fluorescence above about 47; note: inactives centre near 10
Rac1 act GTP bind: alters GTP binding to activated mutant human Rac1. 190,000 tested, 0.11% active. AID 764. percent activity (GTP binding), % at 10 µM. GST-Rac1 activated beads, fluorescent GTP binding, flow cytometry; actives lie on both sides; 100% means binding = to untreated wells;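 active = GTP binding at least 20 percentage points away from the 100% baseline, in either direction, so actives lie on both sides; inconclusive = Compound likely fluorescent itself, or too few beads counted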
Rac1 wt GTP bind: modulators of human Rac1 wildtype GTP binding. GST-Rac1 beads, fluorescent GTP binding, flow cytometry; actives lie on both sides; 0 = cold GTP competed, 100 = untreated. GTP binding activity (% of control), % at 10 µM. P63000. 190,000 tested, 0.27% active. AID 757;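 active = GTP binding activity at least 20 points away from the 100% control level, either lower or higher; inconclusive = compound flagged as likely green fluorescent, judged across all proteins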
Pf gamet viab: kills late stage P. falciparum gametocytes. P. falciparum stage V gametocytes, ATP luminescence, 24 h. AID 743093. 150,000 tested, 0.065% active. inhibition, % at 10.9 µM;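 active = inhibition above the mean plus 3 SD of compounds within the control limits, set per campaign, cut at about 38% in these data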;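 note: 0% = DMSO wells and 100% = medium only without gametocytes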
Mcl1-Noxa inh: disrupts binding of human Mcl-1 to Noxa peptide; Q07820; TR-FRET Mcl-1/Noxa peptide binding, 2 h; inhibition, % at 21.7 µM; 220,000 tested, 1.5% active;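 active = compounds that cut the protein-peptide binding signal by more than 50% relative to plate controls in a single-dose test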;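 note: His-tagged Mcl-1 with rhodamine Noxa BH3 peptide and terbium anti-His antibody; 0% = Mcl-1 plus Noxa peptide wells and 100% = peptide-only wells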
Target sequence (Q07820 whole entry, looked up): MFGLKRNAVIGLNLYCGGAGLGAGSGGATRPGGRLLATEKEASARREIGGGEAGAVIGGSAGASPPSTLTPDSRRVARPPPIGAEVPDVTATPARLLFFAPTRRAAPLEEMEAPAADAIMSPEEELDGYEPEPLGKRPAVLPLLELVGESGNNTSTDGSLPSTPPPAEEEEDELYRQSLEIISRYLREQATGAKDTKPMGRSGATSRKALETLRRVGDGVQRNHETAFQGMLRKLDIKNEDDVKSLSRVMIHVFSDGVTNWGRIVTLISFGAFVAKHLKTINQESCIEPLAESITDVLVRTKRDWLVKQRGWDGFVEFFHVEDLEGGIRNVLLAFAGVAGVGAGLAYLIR
Mcl1-Bid inh: disrupts binding of human Mcl-1 to Bid peptide. 220,000 tested, 0.97% active. Q07820. inhibition, % at 21.7 µM. AID 1021. TR-FRET Mcl-1/Bid-Dy647 peptide binding, 1536-well;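 active = compounds that cut the binding signal by more than half at the single screening dose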;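 note: His-tagged Mcl-1 with europium anti-His antibody binding Bid BH3 peptide; 0% = Mcl-1 plus peptide wells and 100% = peptide-only wells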
Rab7 wt modul: modulators of GTP binding to dog Rab7 wildtype GTPase | AID 758 | 190,000 tested, 0.055% active | GTP binding activity (percent of control), % at 10 µM | GST-Rab7 beads, fluorescent GTP binding, flow cytometry; actives lie on both sides; untreated = 100%, excess cold GTP = 0%;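 active = fluorescent GTP binding to Rab7 beads changed by at least 20 points from the 100% baseline, either direction, mostly lower; inconclusive = compound itself probably fluorescent, or too few beads counted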;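 note: median green fluorescence of bound Bodipy-FL-GTP per Rab7 bead population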
Rab2 wt GTP: changes GTP binding to wildtype dog Rab2A, up or down; P61105; GST-Rab2 wt beads, Bodipy-GTP binding, flow cytometry; GTP binding activity, % at 10 µM; 190,000 tested, 0.19% active; AID 760;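 active = GTP binding activity at least 20 points away from 100%, either lowered or raised; inconclusive = signal likely due to the compound's own green fluorescence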;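 note: 0% = beads with excess unlabeled GTP and 100% = no-compound control corrected for plate trend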
Cdc42 wt: changes GTP binding to wildtype human Cdc42; 190,000 tested, 0.2% active; GST-Cdc42 beads, Bodipy-GTP binding, flow cytometry; actives lie on both sides; percent activity (GTP binding), % at 10 µM;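 active = percent activity GTP binding at least 20 points away from the 100% baseline, either down as inhibitor or up as activator; inconclusive = compound flagged as likely green fluorescent from well-wide comparison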;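 note: median bead fluorescence of bound Bodipy-FL-GTP at 100 nM; 0% = excess unlabeled GTP control and 100% = no compound control; below 100% means less GTP binding so inhibitor and above means activator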
Target sequence (P60953 whole entry, looked up): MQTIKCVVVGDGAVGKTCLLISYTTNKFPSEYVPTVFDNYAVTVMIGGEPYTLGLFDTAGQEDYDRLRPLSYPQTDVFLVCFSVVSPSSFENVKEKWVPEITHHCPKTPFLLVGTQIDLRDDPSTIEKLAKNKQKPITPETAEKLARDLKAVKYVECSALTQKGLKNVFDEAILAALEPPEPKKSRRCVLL
HRas wt GTP bind: changes GTP binding to wildtype human HRas | P01112 | GST-Ras wt beads, Bodipy-FL-GTP binding, flow cytometry; actives lie on both sides | GTP binding activity, % at 10 µM | 190,000 tested, 0.14% active | AID 759;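 active = GTP binding activity at least 20% away from the 100% baseline, either lowered as inhibitor or raised as activator; inconclusive = flagged as likely green fluorescent, judged across all proteins in the well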;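 note: 0% = unlabeled GTP competition control and 100% = no-compound control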
Target sequence (P01112 whole entry, looked up): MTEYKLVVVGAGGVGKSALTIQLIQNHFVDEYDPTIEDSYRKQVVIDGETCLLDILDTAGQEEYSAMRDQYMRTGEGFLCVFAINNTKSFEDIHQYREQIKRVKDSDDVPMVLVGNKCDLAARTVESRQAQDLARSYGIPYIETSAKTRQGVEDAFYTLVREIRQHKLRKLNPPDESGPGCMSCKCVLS
Starred values were filed as active, the others as inactive; ? = inconclusive; · = not tested or not shown.

SMILES	GSH fluor	Avidin fluor	Rac1 act GTP bind	Rac1 wt GTP bind	Pf gamet viab	Mcl1-Noxa inh	Mcl1-Bid inh	Rab7 wt modul	Rab2 wt GTP	Cdc42 wt	HRas wt GTP bind
O=C1NC(=O)N(CCNc2ncc(C(F)(F)F)cc2Cl)C(=O)C1Cc1ccc(Cl)cc1 (stereo not drawn)	11	22	?	?	-14	22	-8	?	?	?	?
Cc1nc2cc(C(=O)N3CCC4(CC3)OCCO4)ccc2n1-c1cccc(F)c1	54	7	?	?	-6	13	0	?	?	?	?
COc1ccc(N2CC2c2ccncc2)cc1 (stereo not drawn)	14	7	98	99	20	13	-15	103	101	97	96
Cc1ccc2c(c1)CC1(CN2C)C(=O)NC(=O)N(c2ccccc2C)C1=O (stereo not drawn)	38	5	95	101	-36	6	-22	98	95	98	97
Cc1cc(S(N)(=O)=O)ccc1N=Cc1c(O)n(-c2ccccc2)c(=O)[nH]c1=O	11	9	99	101	17	10	-33	99	98	100	98
CC1(O)C[C@]2(C)N(O)C3CCCC[C@@H]3N2O1 (stereo partly drawn)	12	20	93	95	·	7	-37	93	96	95	95
Cc1ccc(C)c(OCC(=O)N2CCCN(C)CC2)c1	10	3	100	107	6	13	-3	105	101	104	102
CCCn1ncc(C(=O)O)c1C	13	9	101	110	7	15	3	105	104	106	102
CN(C)C(=O)CSc1nnc([C@@H](N)Cc2ccccc2)o1	17	8	99	101	14	23	-10	101	100	101	102
CCCCC(=O)N/N=C/c1c(O)n(CCc2ccc(OC)c(OC)c2)c(=O)[nH]c1=O	17	16	101	103	12	-64	-32	99	102	102	100
CCCCN1C(=N)C(CC)(CC)C(=O)NC1=O	6	13	97	103	-17	-8	-19	95	97	99	95
O=C(OCCN1CCOCC1)C1(c2ccccc2)CCCC1	20	5	95	101	-12	15	-8	106	102	96	101
C#CCN1C(=O)C2(C(C#N)=C(N)OC(C)=C2C(=O)OCc2ccccc2)c2ccccc21 (stereo not drawn)	15	10	98	106	-10	12	0	102	101	100	100
O=C(O)C1(c2ccc(Cl)cc2)CCC1	55	9	98	103	·	-10	-31	100	99	100	100
C=CCn1c(O)c(N=Nc2c(C)n(C)n(-c3ccccc3)c2=O)c(=O)[nH]c1=S	11	8	97	103	6	-26	-63	101	98	99	99
O=C(COc1ccc2ccccc2c1)N1CCN(Cc2c[nH]c3ccccc23)CC1	33	9	100	102	-24	4	47	103	102	104	102
COCCn1cc(C(=O)N2CCC3(CC2)OCCO3)c2c3ccccc3n(C)c2c1=O	15	9	99	104	·	6	9	98	102	105	103
O=C(CCN1CCCCC1)NCC(=O)Nc1ccc(Br)cc1C(=O)c1ccccc1	29	19	102	103	1	3	-6	100	106	108	107
C=CCc1cc(C=C2C(=O)NC(=O)NC2=O)cc(OC)c1OCc1ccc(C(=O)O)cc1	10	17	93	96	·	21	-15	103	100	94	97
CN1CCC2(CC1)N=C(c1ccc(F)cc1)C(=S)N2	8	12	98	101	-8	1	-35	104	98	97	100
CCCCCCN=C(CC)c1c(O)n(CCCC)c(=O)[nH]c1=O	40	6	?	?	-28	7	16	?	?	?	?
CCCCCn1c(=O)c(C(=O)NCc2ccncc2)c(O)c2ccccc21	5	7	100	104	·	-49	-4	101	101	103	101
COc1ccc(N2CCN(C(CNC(=O)Oc3ccccc3)c3cccnc3)CC2)cc1 (stereo not drawn)	24	10	99	103	·	29	-29	97	103	102	100
CCn1cc(C(=O)NCc2ccccc2)c2ccccc21	10	10	95	101	-30	22	-14	105	101	98	100
CCC(=NCc1ccco1)c1c(O)n(Cc2ccccc2)c(=O)[nH]c1=O	24	26	95	98	-5	9	-1	95	94	93	94

(next part)
SMILES	GSH fluor	Avidin fluor	Rac1 act GTP bind	Rac1 wt GTP bind	Pf gamet viab	Mcl1-Noxa inh	Mcl1-Bid inh	Rab7 wt modul	Rab2 wt GTP	Cdc42 wt	HRas wt GTP bind
O=C(CF)NC(NC(=S)Nc1cccc([N+](=O)[O-])c1)C(Cl)(Cl)Cl (stereo not drawn)	23	8	94	93	·	30	-8	95	95	94	93
O=C1CCN(C(=O)CCCn2c(=O)oc3ccccc32)CC1	12	12	98	102	27	5	-31	105	101	99	100
O=c1[nH]c(=O)n(-c2ccccc2)c(O)c1/C=C1/C(c2ccccc2)=Nc2ccccc21	5	11	92	92	-21	30	-42	96	93	94	93
Cc1nc2cc(F)ccc2n1C1CCN(Cc2nnnn2CCc2ccccc2)CC1	6	9	101	109	20	28	21	101	100	104	99
CCN1CCN(C(c2cccs2)C(C)NC(=O)Oc2ccccc2)CC1 (stereo not drawn)	18	5	97	95	·	1	-9	93	96	95	96
COP(=O)(OC)C1(O)C(=O)Nc2ccc(Br)cc21 (stereo not drawn)	10	3	100	102	·	-8	-1	94	100	103	102
CCOC(=O)C(O)(c1ccc(N(CC)S(=O)(=O)c2ccc(C)cc2)cc1)C(F)(F)F (stereo not drawn)	40	7	97	102	·	-8	-22	94	97	96	97
CN(C)C(=O)Oc1cccc(NC(=O)N2CCOCC2)c1	20	9	100	103	·	13	1	99	99	100	100
CCN1CCN(Cc2cc(OC)c(OC)cc2[N+](=O)[O-])CC1	45	34	95	97	·	39	-25	94	97	99	95
CN(CCOc1ccc(C=C2C(=O)NC(=O)NC2=O)cc1)c1ccccn1	25	10	93	94	-12	13	-22	94	92	90	92
CCOC(=O)c1cc2c(cn1)[nH]c1ccccc12	18	7	98	101	·	23	12	93	97	99	97
Cc1cccc(-c2nc3ccccc3c(=O)n2-n2cccc2)c1	24	11	99	104	·	6	-10	101	102	102	101
O=C(CF)NC(NC(=S)Nc1ccccc1O)C(Cl)(Cl)Cl (stereo not drawn)	61	27	94	96	-15	7	-47	95	98	97	97
CC(=O)c1c(C)[nH]c(C(=O)N2CCC3(CC2)OCCO3)c1C	14	7	98	105	·	13	-3	103	102	103	101
CCOc1ccc(-n2c(O)c(C=NCCCn3ccnc3)c(=O)[nH]c2=O)cc1	25	34	99	103	·	2	-8	102	98	99	98
CCOC(=O)CCN=Cc1c(O)n(-c2ccc(Br)cc2)c(=O)[nH]c1=O	64	7	97	101	·	0	-26	100	98	99	99
CN1CCN(c2c(C#N)c(C(F)(F)F)nn2C)CC1	13	10	95	96	-11	6	-13	91	95	93	94
COc1ccc(NP(=O)(Oc2ccccc2OC)Oc2ccccc2OC)cc1	22	14	98	106	17	8	-1	93	96	100	98
CC1(C)C2([N+](=O)[O-])CN3CN(C2)CC1([N+](=O)[O-])C3	23	11	97	101	·	5	-9	105	98	97	97
CC(C)(C)NS(=O)(=O)c1ccc(OCC(=O)N2CCN(Cc3ccccc3)CC2)cc1	11	11	97	97	-6	5	-8	100	99	95	98
Cc1cc(NC(=O)CCl)nn1C	10	42	95	98	13	-23	-31	99	95	96	96
CC(=O)NC(Cc1ccc(N(CCCl)CCCl)cc1)C(=O)O (stereo not drawn)	14	13	94	98	5	13	-48	95	96	96	94
CSc1ccc(CN2CCN(C(=O)COc3cccc(C)c3)CC2)cc1	14	11	96	101	-5	18	28	104	95	94	95
CCC(NC(=O)OC(C)(C)C)C(=O)Oc1cc(C)cc2oc(=O)c3c(c12)CCC3 (stereo not drawn)	15	35	99	101	14	0	-13	100	100	102	100
COc1ccc(CC(=O)N2CCN(C)CC2)cc1OC	57	9	?	?	·	-3	-9	?	?	?	?

Additional structures.
SMILES	GSH fluor	Avidin fluor	Rac1 act GTP bind	Rac1 wt GTP bind	Pf gamet viab	Mcl1-Noxa inh	Mcl1-Bid inh	Rab7 wt modul	Rab2 wt GTP	Cdc42 wt	HRas wt GTP bind
CC(C)CCCn1c(O)c(/C=C2/C=CC=N2)c(=O)[nH]c1=O	14	14	96	103	-4	13	-17	96	97	101	99
Cc1ccc(/C=C2\C(=O)NC(=O)N(Cc3ccccc3Cl)C2=O)o1	15	5	87	87	·	1	-42	86	89	87	87
CCCC(=O)OCC[N+](C)(C)C	21	10	98	100	·	3	-8	93	98	97	98
Cc1cc(C)cc(-n2c(C)cc(/C=C3\C(=O)NC(=O)N(C)C3=O)c2C)c1	19	2	97	100	·	11	-50	100	96	99	97
CC1=CC(=O)OC2CC3OC4C[C@@H](C)C5OC6CC7O[C@]8(C)C/C=C\C9OC%10CC%11OC(CC(C)CO)CC(O)[C@]%11(C)OC%10CC9OC8C[C@]7(C)O[C@]6(C)CCC5OC4C[C@]3(C)OC12 (stereo partly drawn)	19	6	98	100	14	-4	-1	104	98	95	97
Cc1cc(/C=C2\C(=O)NC(=O)N(Cc3ccccc3)C2=O)c(C)n1C1CC1	18	11	91	93	-7	-17	-47	100	95	93	96
COc1ccc(CCNC2CCCCC2)cc1	13	11	96	97	0	0	-28	94	99	97	96
CC(C)c1ccc(N2C(=O)NC(=O)/C(=C\c3cnc(-c4ccccc4)nc3)C2=O)cc1	34	10	?	?	25	·	-3	?	?	?	?
NC(=O)c1ccc(N=Nc2c(O)[nH]c(=O)[nH]c2=O)cc1	11	21	101	105	·	2	-18	101	100	104	101
OC(c1ccccc1)(c1ccccc1)c1ccncc1	13	14	100	102	·	11	-2	100	99	99	99
NC(=O)c1c(NC(=O)c2ccc(S(=O)(=O)N(CCCl)CCCl)cc2)sc2c1CCCCC2	4	12	102	106	·	4	-3	100	101	105	102
COC(=O)CNC(=O)c1cn(CCC#N)nc1-c1ccc(F)cc1	11	22	98	101	10	7	-1	94	101	100	98
CCCCn1c(O)c(C(CC)=NC(C)c2ccccc2)c(=O)[nH]c1=O (stereo not drawn)	24	23	96	101	·	14	-19	100	99	96	99
O=[N+]([O-])[N-][n+]1cnn(Cc2ccccc2)c1	13	8	96	98	-18	12	-1	95	97	92	97
COc1ccc(NP(=O)(Oc2ccc(Cl)cc2)Oc2ccc(Cl)cc2)cc1OC	4	18	97	101	10	5	-37	102	98	97	99
CCOC(=O)C(O)(c1ccc(N(C)C(=O)c2ccc(Cl)c(Cl)c2)cc1)C(F)(F)F (stereo not drawn)	10	18	99	102	-1	5	12	97	98	98	95
CN1CCN(c2nc([N+](=O)[O-])nn2C)CC1	13	4	103	105	6	5	-25	102	104	101	106
CN1CCN(c2c[nH]c(=O)[nH]c2=O)CC1	24	28	102	110	·	2	-29	98	100	106	102
C=CCn1c(O)c(C(CC)=NCc2cc(OC)cc(OC)c2)c(=O)[nH]c1=O	24	8	98	99	·	7	-8	99	98	99	101
COc1ccc(OC)c(-n2c(O)c(C=NCc3ccc4c(c3)OCO4)c(=O)[nH]c2=O)c1	4	7	102	106	-22	-20	-6	101	100	103	101
COc1ccc(-n2c(C)nc3cc(C(=O)N4CCC5(CC4)OCCO5)ccc32)cc1	30	4	98	100	0	-6	1	98	97	98	97
NCCCP(=O)(O)CCc1ccccc1	35	13	100	105	0	10	-4	106	105	102	102

A portion of the library; count on the stated rates, not on these rows.
